Lipid storage S3 = qHTS Assay for Lipid Storage Modulators in Drosophila S3 Cells | 320,000 compounds, 0.64% hits | Drosophila S3 cells, BODIPY lipid droplet fluorescence, 18-24 h; cells fed with added oleic acid | lipid storage change, negative = inhibition, % at the top dose, mostly 46.1 µM; hits show Potency in µM; active means well fitted inhibition curve with a large enough effect in the signal ratio, with a control signal flat, not every such curve was filed as active; inconclusive means small, poorly fitted or top-dose-only effect, or effect the other way, or a change in a side signal; the % refers to the signal ratio
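Drosophila S3 cells got compounds at several concentrations plus oleic acid (400 uM solution). Laser-scanning cytometry with 488 nm excitation read lipid droplets at 500-530 nm and cells at 575-640 nm. Percent activity was relative to 20 uM Triacsin C.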
Lipid storage S3 cell count max = also measured in Lipid storage S3; calls as there; cell number change, %; measured here: cell count max response;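 cells counted by Cell Tracker Red CMTPX staining in the red channel; peak over a dose series mostly up to 46.1 µM; percent activity relative to internal control wells on each plate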
Starred values were filed as active, the others as inactive; i = inactive; ? = inconclusive; · = not tested or not shown. On the % scale 0 is the no-effect control and ±100 the full control effect; potency means the concentration at half of the fitted maximal effect. An excerpt, so the mix of outcomes need not match the whole.

SMILES	Lipid storage S3	Lipid storage S3 cell count max
CS(=O)(=O)N(Cc1ccc(Cl)cc1)c1ccc(C(=O)NCCSCc2ccco2)cc1	?	·
Cc1ccc(NC(=S)Nc2c(C)n(C)n(-c3ccccc3)c2=O)cc1Cl	6%	10
O=C(O)C1CCCCC1C(=O)Nc1cccc(C(=O)N2CCCCC2)c1 (configuration not stated)	0%	3
COc1ccc(C(=O)NC(=S)Nc2ccc3[nH]c(=O)[nH]c3c2)cc1	i	-14
O=[N+]([O-])c1cccnc1N1CCN(c2ccc(F)cc2)CC1	?	·
CCOC(=O)c1ccc(NC(=S)NCCC2=CCCCC2)cc1	?	·
Cc1cc(C(=O)N/N=C/c2cc(Br)cc(Br)c2OC(=O)c2cccc(F)c2)n[nH]1	i	-28
CCn1c(COc2ccc3c(c2)OCO3)nnc1SCC(=O)c1ccccc1	?	·
S=c1[nH]nc(C2CCCCC2)n1/N=C/C=C/c1ccccc1	?	·
Cc1ccc(S(=O)(=O)N(Cc2ccccc2)c2ccccn2)cc1[N+](=O)[O-]	?	·
COC(=O)N/N=C(\C)c1ccc(-n2ccnc2)cc1	?	·
COc1ccc(CC(=O)NCc2nnc(SCCOc3ccccc3)n2C)cc1	i	·
COc1cc(OC)c(C(=O)Nc2ccc(C(=O)c3ccccc3)cc2)cc1OC	i	-24
Cc1cccc(N(C(=O)CCC(=O)Nc2cc(C)on2)C(C(=O)NC2CCCC2)c2ccccc2)c1 (configuration not stated)	?	·
Cc1ccc(C(=O)C(C)OC(=O)c2cc(=O)[nH]c3ccccc23)cc1 (configuration not stated)	i	-16
COc1ccc(NC(=O)c2cc(-c3cccs3)on2)cc1OC	i	13
O=C1CC2c3ccccc3C1C1C(=O)N(Cc3ccccc3)C(=O)C21 (configuration not stated)	?	·
CC(C)CNC(=O)COc1ccc(Sc2ccc(OCC(=O)NCC(C)C)cc2)cc1	11%	-4
CCOc1ccc(CCNC(=O)C2CCN(c3nn4c(=O)cc(C)nc4s3)CC2)cc1OCC	5.8µM*	3.2*
CC1Oc2ccccc2N(CC(=O)NCCCN2CCOCC2)C1=O (configuration not stated)	?	·
CC12CCC(C(=O)O)(C/C1=N\O)C2(C)C (configuration not stated)	?	-11
CC(C)Cn1cnc2c1c(=O)n(CC(=O)NN)c(=O)n2Cc1ccccc1	?	·
CC(c1ccccc1)N1CC(C(=O)N2CCCC(C(N)=O)C2)CC1=O (configuration not stated)	?	·
O=C1CCC(C(=O)NCCCn2ccnc2)N1 (configuration not stated)	?	·
COc1ccc(CCNC(=O)CCn2c(SCC(=O)N3CCCC3)nc3ccccc3c2=O)cc1OC	19%	15
CN1CCN(CC(=O)Nc2ccccc2[N+](=O)[O-])CC1	-16%	-7
Cn1c(=O)c(C(=O)c2ccccc2)nc2ccccc21	?	·
Cc1ccc(C(=O)COC(=O)c2cc(Cl)ccc2O)cc1[N+](=O)[O-]	?	·
CCc1c(C)nc(SCC(=O)Nc2cccc(Br)c2)[nH]c1=O	?	·
COc1ccc(CCN=C(N)C(C)c2ccccc2)cc1OC (configuration not stated)	?	·
CCOc1ccccc1NC(=O)C(=O)CC(=O)c1ccc(OC)cc1	?	·
COc1ccc(S(=O)(=O)N2CCOC23CCN(S(=O)(=O)c2cc(F)ccc2F)CC3)cc1	?	·
CC1(c2ccc(OC(F)F)cc2)NC(=O)N(CC(=O)NCCC2=CCCCC2)C1=O (configuration not stated)	?	·
O=C(NCC1CCCN(Cc2ccc3nonc3c2)C1)c1cccc(C(F)(F)F)c1 (configuration not stated)	?	·
CC12CCC(=O)N1C(C(=O)NNC(=O)c1cccc(Cl)c1)CS2 (configuration not stated)	?	·
Cn1cc(S(=O)(=O)N2CCN(c3ccccc3)CC2)c(=O)n(C)c1=O	16%	9
CCOC(=O)c1ccc(NC(=S)N(Cc2cccnc2)Cc2ccco2)cc1	?	·
COc1cc(NC(=S)NC(=O)c2ccccc2C)ccc1NC(=O)c1cccs1	?	·
O=C(Cc1ccccc1)NCC(=O)N1CCC1	19%	9
O=C(NNc1cccc(Cl)n1)Nc1ccccc1Cl	-8%	3
COc1ccc(Cl)cc1N1C(=O)C2CCCN2C1c1cccc(F)c1 (configuration not stated)	2%	9
COc1ccccc1CC(=O)N1CCN(c2ccccc2)CC1	?	·
CCCCNC(=S)NNC(=O)c1csc(CC)c1	13%	-1
CCOc1ccc(NC(=O)CN2CC(c3ccccc3)CC2=O)cc1 (configuration not stated)	i	·
CC(=O)C1=C(O)C(=O)N(CCCn2ccnc2)C1c1ccc(C)cc1 (configuration not stated)	-4%	-3
c1c2c(cc3sc(N4CCOCC4)nc13)OCCO2	?	·
COc1ccc(S(=O)(=O)N2CCN(C(=O)CSC(=S)N3CCCC3)CC2)cc1	11%	1
N/C(=N\OC(=O)CC1CCCCC1)c1cccc([N+](=O)[O-])c1	-4%	1
O=C(CN1C(=O)c2ccccc2C1=O)Nc1ccccc1C(F)(F)F	?	·
CN(C)C(=O)c1nc2ccc(Cl)cn2c1CNCc1cccc(OC(F)(F)F)c1	?	·
COc1ccc(-n2c(=O)c(CCC(=O)N3CCN(c4ccccc4O)CC3)nc3ccccc32)cc1	-27%	-26
CCCC(=O)c1c[nH]c(C(=O)NCc2cccnc2)c1	3%	24
COc1ccc2nc(NC(=O)Cc3cccs3)sc2c1	?	·
CCN(C1CCCCC1)S(=O)(=O)CCNC(=O)c1ccc2c(c1)OCO2	?	·
COc1ccc(-c2nc3c(c(=O)c4ccccc4n3C)c(=O)n2Cc2ccccc2)cc1	?	·
COCC(=O)Nc1nc2n(n1)C(c1ccc(Cl)cc1)CC(c1ccc(OC)cc1)N2 (configuration not stated)	?	·
CC(C)c1cc(C(=O)OCC(=O)N2CCN(C(=O)c3ccco3)CC2)c(O)c(C(C)C)c1	i	-16
Nc1c(C(=O)O)cnc2nc(N3CCOCC3)nn12	?	·
O=C1CCCC2=C1C1c3ccccc3C(=O)N1c1ccc(C(=O)c3ccccc3)cc1N2 (configuration not stated)	-7%	-9
COC(=O)CN1C(C)=Nc2ccc(Br)cc2C1c1ccccc1 (configuration not stated)	?	·

Additional compounds.
SMILES	Lipid storage S3	Lipid storage S3 cell count max
CCOc1ccc(NC(=O)Cn2nnc(C(=O)NCc3cccs3)c2N)cc1	i	20
CC(C)(C)c1ccc(C(CC(=O)O)NC(=O)c2ccccc2F)cc1 (configuration not stated)	5%	12
COc1cccc(/C=C2\SC(N)=NC2=O)c1OS(=O)(=O)c1ccccc1	2%	11
CCOC(=O)/C(C#N)=C/c1c(Oc2cc(C)cc(C)c2)nc2ccccn2c1=O	9%	-2
O=C(c1cccnc1Nc1ccc2c(c1)CCC2)N1CCOCC1	i	6
CC1(C)CSC(=S)N1S(=O)(=O)c1ccccc1	?	·
COc1cc(/C=C/c2nc3ccccc3c(=O)[nH]2)ccc1OC(F)F	15%	14
CCOc1ccc(C2N(c3cc(Cl)ccc3OC)C(=O)C3CCCN32)cc1OC (configuration not stated)	?	·
CN(C1CCCCC1)S(=O)(=O)c1ccc(C(=O)O)cc1	?	·
CC(C)CNC(=O)C(=O)Nc1cc2c3c(c1)CCC(=O)N3CCC2	i	·
C=C1C[C@H]2[C@@H]3C=C(C)C4=CC(=O)CC[C@]4(C)[C@H]3CC[C@]2(C)[C@@]1(OC(C)=O)C(C)=O	?	·
COc1ccc(/C=C2/CC/C(=C\c3ccc(OC)c(OC)c3OC)C2=O)c(OC)c1OC	?	·
O=C(NC(=S)Nc1ccc(C(=O)N2CCOCC2)cc1)c1ccc([N+](=O)[O-])cc1	?	·
Cc1ccc(N2CC(C(=O)Nc3ccc(N4CCOCC4)cc3)CC2=O)cc1C (configuration not stated)	?	·
CCNS(=O)(=O)c1ccc2nc(NC(=O)c3cccnc3)sc2c1	?	·
Cc1ccc(CNC(=O)CNS(=O)(=O)c2cccc3nsnc23)cc1	?	·
CNC(=O)c1ccsc1NC(=O)c1ccc(S(=O)(=O)N2CCCc3ccccc32)cc1	?	·
COc1ccc(NC(=O)Cn2nnc(C(=O)NCc3cccs3)c2N)cc1	-4%	27
Cc1cc(NC(=O)c2ccco2)ncc1NC(=O)Cc1ccccc1	?	·
O=C(N=C1SC2CS(=O)(=O)CC2N1c1cccc(Cl)c1)C1CCCO1 (configuration not stated)	?	·
Nc1c(NCCc2ccccc2)c2ccccc2oc1=O	7%	9
O=C(Nc1ccc(Nc2ccccc2)cc1)N1CCOCC1	?	·
O=C(NCC1CCCO1)c1cc(-c2ccc(F)cc2)no1 (configuration not stated)	?	·
O=C(COc1ccccc1Cl)N(Cc1cccs1)C1CCS(=O)(=O)C1 (configuration not stated)	?	·
O=C1CCS/C(=N\N=C\c2ccc(Cl)cc2Cl)N1	1%	-2
CC1(C2CC2)NC(=O)N(CC(=O)N2CCN(c3ccccc3Cl)CC2)C1=O (configuration not stated)	?	·
C=CCNC(=O)CC1Nc2c3ccccc3nc(=S)n2C1=O (configuration not stated)	?	·
CCC(C)Sc1cc(C(F)(F)F)c(C(=O)Nc2ccc(Cl)cc2)cn1 (configuration not stated)	-5%	2
Cc1cc(C)cc(N(CC(=O)Nc2ccc(-c3nc4ccc(C)cc4s3)cc2)S(C)(=O)=O)c1	-7%	2
Cc1cc(C)n2nc(C(=O)N/N=C/c3cn(C)nc3C)nc2n1	?	·
CCCCOc1ccc(C(=O)NC(=S)Nc2ccc(CN3CCOCC3)cc2)cc1	?	·
Cc1c(C)c2ccc(O)c(CN3CCCC3)c2oc1=O	?	·
COC(=O)c1cccc(NS(C)(=O)=O)c1	0%	0
Cc1cc(OC(=O)C(C)(C)C)c([N+](=O)[O-])c(=O)[nH]1	?	·
COc1ccc(/C(O)=C2/C(=O)C(=O)N(CCN3CCOCC3)C2c2ccccn2)cc1OC (configuration not stated)	2%	4
COc1ccccc1N1CCN(C(=O)CCc2ccccc2)CC1	i	7
CC(C)(O)C#Cc1ccc(C(=O)NCc2ccccc2F)cc1	?	·
CC1(OC(=O)C2CCCC2)C(=O)C=C2C=C(c3ccsc3)OC=C2C1=O (configuration not stated)	-13%	-5
Cc1cccc(OCCC(=O)Nc2ccc(Cl)cc2F)c1	?	·
COCC(=O)Nc1cccc2ccccc12	i	·
Fc1ccccc1CN1CCN(c2ncccn2)CC1	i	3
COc1ccccc1NC(=O)c1ccc(NC(=O)COC(=O)C(C)C)cc1	10%	2
O=C(COC(=O)c1ccc(Cl)s1)c1ccc[nH]1	?	·
COc1ccc(-c2[nH]ncc2CN2CCCC(C(=O)c3cccc(OC)c3)C2)cc1 (configuration not stated)	?	·
C=CCn1c2c(c(=O)[nH]c1=S)CN(C(C)c1ccccc1)CN2 (configuration not stated)	?	·
Cc1cc(-c2ccc(C)c(S(=O)(=O)N3CC(=O)Nc4ccccc43)c2)on1	1µM*	3.4*
Cc1ccc(N2C(=O)CC(NNc3nc4ccccc4s3)C2=O)cc1C (configuration not stated)	6%	-1
CN(C)S(=O)(=O)N(CC(=O)N1CCN(c2ccccc2F)CC1)c1ccccc1	6%	-9
Cc1nc(N2CCOCC2)nc(OCCN(C)C)c1[N+](=O)[O-]	?	·
COc1ccc(-c2csc(NC(=O)C3CC(=O)N(c4ccc5c(c4)OCCO5)C3)n2)cc1 (configuration not stated)	?	·
O=C(CC1C(=O)NCCN1C(=S)Nc1ccccc1)Nc1ccc2c(c1)OCCO2 (configuration not stated)	?	·
CCOc1ccc(/C=N/N2C(=O)C(CC(=O)Nc3ccc(F)cc3F)SC2=NC)cc1OC (configuration not stated)	?	·

High-throughput results from PubChem BioAssay.
